Screening results deposited in PubChem by National Center for Advancing Translational Sciences (NCATS).
TrxR1 inh: blocks rat thioredoxin reductase 1; AID 588453; O89049; Potency, µM (top dose mostly 114 µM), without a hit: top-dose activity change, negative = inhibition, usual class: inhibitors; recombinant rTrxR1, NADPH fluorescence consumption, selenite substrate; 390,000 tested, 1% active; note: % is set by controls: 0 for no effect and ±100 for the full control effect; nearly all actives have a fitted effect of over 65% in size
Target sequence (O89049 whole entry, looked up): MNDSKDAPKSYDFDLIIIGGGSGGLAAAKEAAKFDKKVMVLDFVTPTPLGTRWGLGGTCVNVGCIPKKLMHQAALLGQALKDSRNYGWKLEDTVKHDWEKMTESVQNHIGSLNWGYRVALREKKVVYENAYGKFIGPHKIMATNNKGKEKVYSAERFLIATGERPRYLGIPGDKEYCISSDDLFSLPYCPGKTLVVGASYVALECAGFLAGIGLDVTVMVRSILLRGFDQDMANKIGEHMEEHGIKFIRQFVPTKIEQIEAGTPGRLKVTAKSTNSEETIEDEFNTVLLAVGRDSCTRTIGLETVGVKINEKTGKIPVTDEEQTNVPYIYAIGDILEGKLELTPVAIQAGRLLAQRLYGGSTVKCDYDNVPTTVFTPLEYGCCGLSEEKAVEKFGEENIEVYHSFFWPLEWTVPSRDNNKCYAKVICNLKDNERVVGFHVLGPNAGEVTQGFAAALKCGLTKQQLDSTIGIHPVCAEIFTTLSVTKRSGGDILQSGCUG
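Rat TrxR1 (90 nM in the dispensed reagent) was pre-reduced with 400 uM NADPH for 5 min at room temperature, then incubated with compound for 15 min. After 400 uM selenite was added, NADPH fluorescence (Ex 340/Em 450 nm) was followed for 8 min.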
Vif-APOBEC3G blk: Vif-A3G binding inhibition | HeLa A3G-eYFP + Vif (tagged APOBEC3G with the HIV-1 protein that degrades it), YFP fluorescence, overnight | Potency, µM (series often up to 46.1 µM), without a hit: at the highest dose activity, negative = active, usual class: inhibitors | 410,000 tested, 0.076% active | AID 602310;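 note: % is set by controls: 0 for no effect and ±100 for the full control effect; nearly all actives have a fitted effect of over 60% in size; hits raise eYFP signal because A3G escapes Vif-driven loss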
Target sequence (Q9HC16 whole entry, looked up): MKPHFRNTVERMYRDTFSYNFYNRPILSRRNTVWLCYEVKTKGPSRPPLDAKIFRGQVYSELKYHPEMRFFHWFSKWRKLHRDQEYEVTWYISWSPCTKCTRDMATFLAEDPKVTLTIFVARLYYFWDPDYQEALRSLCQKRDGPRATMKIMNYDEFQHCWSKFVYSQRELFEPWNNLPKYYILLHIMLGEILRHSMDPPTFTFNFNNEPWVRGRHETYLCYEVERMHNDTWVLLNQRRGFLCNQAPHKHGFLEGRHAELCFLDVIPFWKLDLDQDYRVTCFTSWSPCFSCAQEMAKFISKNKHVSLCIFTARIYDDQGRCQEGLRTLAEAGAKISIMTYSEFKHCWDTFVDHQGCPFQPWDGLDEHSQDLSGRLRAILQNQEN
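Read-out is eYFP fluorescence (Ex 488/Em 500-530) from Vif-expressing HeLa A3G-eYFP cells; more signal means A3G escaped Vif-mediated degradation. Cells plated overnight, compound pinned in, incubated overnight at 37 deg C.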
RXFP1 agonist: RXFP1 (human) receptor agonism; HEK293T-RXFP1 cAMP TR-FRET, 30 min; response scale: percent of porcine relaxin response, buffer zero; Potency, µM (highest dose often 57.5 µM), for inactives: top-dose activation, actives largely listed as activators; 370,000 tested, 0.3% active; note: % is set by controls: 0 for no effect and ±100 for the full control effect; nearly all actives have a fitted effect of over 60% in size; many of its hits are not listed in these tables
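cAMP rise read by TR-FRET after 30 min, 37C compound exposure (up to 58 uM) in RXFP1-transfected HEK293 cells with Ro 20174 present. EC50 from Hill-equation fits, with 29 nM porcine relaxin as 100% and buffer as basal.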
USP1 inh: inhibitors of human USP1/UAF1 deubiquitinase; O94782; recombinant USP1/UAF1, Ub-Rhodamine cleavage fluorescence; Potency, µM (doses to about 57.1 µM), for the others: at the top dose activity change, negative = inhibition, most hits filed as inhibitors; 390,000 tested, 0.23% active; AID 743255; note: % is set by controls: 0 for no effect and ±100 for the full control effect; nearly all actives have a fitted effect of over 60% in size; inactives centre near -12
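In this screen, compounds sit with the deubiquitinase complex (1nM) for 15 min at room temperature before Ub-Rho is added at 150nM final. Fluorescence rise is then followed for 6 reads every 60 seconds.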
ALOX12 inh: ALOX12 (human) lipoxygenase inhibition | purified 12hLO, xylenol orange hydroperoxide absorbance | Potency, µM (titrated, usually from 108 µM), inactives show at the top dose activity change, negative = inhibition, most hits filed as inhibitors | 580,000 tested, 1.1% active | AID 1671190; note: % is set by controls: 0 for no effect and ±100 for the full control effect
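Purified human 12hLO at 150 nM in 25 mM Hepes, 0.01% Triton X-100, pH 7.0, preincubated 15 min at room temperature with compound. Reaction started with 40 uM arachidonic acid, 30 min at room temperature. Hydroperoxide measured by Fe-xylenol orange, 573/405 nm absorbance ratio.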
mIDH1 inhibitor: inhibitors of human mutant IDH1 R132H. O75874. IDH1-R132H enzyme, NADPH consumption, diaphorase/resazurin fluorescence. Potency, µM (series often up to 76.6 µM), for inactives: top-dose activity change, negative = inhibition, most hits filed as inhibitors. 390,000 tested, 0.093% active; note: % is set by controls: 0 for no effect and ±100 for the full control effect; nearly all actives have a fitted effect of over 65% in size
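IDH1-R132H (0.5 ug/mL dispensed) in pH 7.5 Tris buffer was preincubated 30 min with compound, then given a substrate mix of 0.016 mM NADPH and 2 mM alpha-KG for 80 min at room temperature; remaining NADPH was read by diaphorase/resazurin fluorescence.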
TrxR1 substrate: substrates of rat thioredoxin reductase 1. purified TrxR1 substrate turnover, NADPH consumption readout. 390,000 tested, 0.01% active. Potency, µM (doses to about 114 µM), for the others: top-dose activity change, negative = substrate turnover. O89049; note: % is set by controls: 0 for no effect and ±100 for the full control effect; nearly all actives have a fitted effect of over 50% in size
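Rat TrxR1, dispensed at 90 nM, was prereduced with 400 uM NADPH (final) for 5 min at ~22 deg C, then incubated with compound 15 min before 400 uM selenite. A first-read NADPH fluorescence drop versus no-compound background flagged substrates.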
Vif-APOBEC3F blk: blocks the Vif interaction with APOBEC3F | Potency, µM (doses to about 46.1 µM), inactives show at the top dose activity, negative = active | 390,000 tested, 0.2% active | HeLa A3F-eYFP + Vif (tagged APOBEC3F with the HIV-1 protein that degrades it), YFP fluorescence increase; note: % of control where 0% means no effect; nearly all actives have a fitted effect of over 65% in size
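HeLa cells stably expressing A3F-eYFP plus Vif, plated and incubated overnight at 37 deg C, then exposed to compounds overnight at 37 deg C. Blocked degradation read as raised yellow fluorescence (Ex 488/Em 500-530).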
RGS4 inh: human RGS4 inhibition. P49798. Transcreener GDP fluorescence polarization, RGS4-accelerated GTP hydrolysis. Potency, µM (doses to about 114 µM), without a hit: at the top dose activity change, negative = inhibition, most hits filed as inhibitors. 390,000 tested, 0.039% active; note: % is set by controls: 0 for no effect and ±100 for the full control effect; nearly all actives have a fitted effect of over 75% in size; some results filed as inactive show a strong effect at the top dose
Target sequence (P49798 whole entry, looked up): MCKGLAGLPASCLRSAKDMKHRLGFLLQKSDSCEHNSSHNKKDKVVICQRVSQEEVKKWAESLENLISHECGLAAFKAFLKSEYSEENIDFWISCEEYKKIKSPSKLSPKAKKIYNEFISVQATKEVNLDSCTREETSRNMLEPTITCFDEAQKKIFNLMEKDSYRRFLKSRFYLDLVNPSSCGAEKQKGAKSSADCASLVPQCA
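MLSMR compounds (23 nl, pin-transferred) preincubated 10 min at room temperature with a 500nM (2x) first reagent, then RGS4 at 900nM (2x) plus Transcreener GDP mix added; fluorescence polarization (620/688 nm) read before and after 90 min at 30 °C.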
* hit, by the source's call; [ ] = dose if it differs, or a comment. Calls come from the whole dose curve; as a rule, active = well fitted curve in the direction sought with a large enough effect; inconclusive = small, poorly fitted or top-dose-only effect, or another doubt; inactive = no such curve, though single readings can be large; an effect the other way counts as inactive or inconclusive. Potency is the fitted concentration of half-maximal effect. The list is partial; rates above refer to the full screens.

How did COc1ccc(-n2c(CNc3ccc(C)cc3)nnc2SCc2ccccc2)cc1 do in these assays?
TrxR1 inh: 3.3%; Vif-APOBEC3G blk: -7.7%; RXFP1 agonist: 4.5%; USP1 inh: -7.0%; ALOX12 inh: inconclusive; mIDH1 inhibitor: 4.8%; TrxR1 substrate: -3.8%; Vif-APOBEC3F blk: -8.7%; RGS4 inh: -12.4%

What do the screens show for `Nc1cc(=O)[nH]c(SCc2ccc(Cl)cc2)n1`?
TrxR1 inh: 26.9%; Vif-APOBEC3G blk: -0.1%; RXFP1 agonist: -1.0%; USP1 inh: -13.5%; ALOX12 inh: -0.4%; mIDH1 inhibitor: 3.0%; TrxR1 substrate: 2.3%; Vif-APOBEC3F blk: 1.9%; RGS4 inh: -19.9%

What do the screens show for `CC(=O)c1sc(NC(=O)CCCc2nc3ccccc3c(=O)[nH]2)nc1-c1ccccc1`?
TrxR1 inh: 4.2%; Vif-APOBEC3G blk: -6.3%; RXFP1 agonist: 0.4%; USP1 inh: -8.7%; ALOX12 inh: 16.8%; mIDH1 inhibitor: 8.3%; TrxR1 substrate: -4.2%; Vif-APOBEC3F blk: 12.1%; RGS4 inh: 4.1%

What do the screens show for `COc1cc(OC)cc(C(=O)Nc2cc(-c3cn4cccnc4n3)ccc2C)c1`?
TrxR1 inh: 14.9%[57.1 µM]; Vif-APOBEC3G blk: -4.8%; RXFP1 agonist: 8.0%; USP1 inh: -8.8%; ALOX12 inh: -11.4%; mIDH1 inhibitor: 3.4%; TrxR1 substrate: 130.8%[activator][57.1 µM]; Vif-APOBEC3F blk: 2.0%; RGS4 inh: -33.6%

What do the screens show for `COc1cccc(/C=C(\CC(=O)O)c2nc3ccccc3s2)c1`?
TrxR1 inh: 0.9%; Vif-APOBEC3G blk: -1.0%; RXFP1 agonist: -0.5%; USP1 inh: -6.3%; ALOX12 inh: -17.3%; mIDH1 inhibitor: -2.0%; TrxR1 substrate: -2.3%; Vif-APOBEC3F blk: 22.3%; RGS4 inh: 12.6%

Results for COc1ccccc1CN1CC(C(=O)NCc2nc3ccccc3n2C)CCC1=O (stereo not given) ?
TrxR1 inh: 9.7%; Vif-APOBEC3G blk: -5.7%; RXFP1 agonist: -2.4%; USP1 inh: -19.9%; ALOX12 inh: 1.7%; mIDH1 inhibitor: 1.9%; TrxR1 substrate: -2.2%; Vif-APOBEC3F blk: -8.7%; RGS4 inh: 8.1%

Results for COc1ccc(N2CCN(C3CCCN(Cc4cccc(OC)c4)C3)CC2)cc1 (stereo not given) ?
TrxR1 inh: 7.3%; Vif-APOBEC3G blk: 2.4%; RXFP1 agonist: 1.6%; USP1 inh: -10.1%; ALOX12 inh: -18.5%; mIDH1 inhibitor: -10.7%; TrxR1 substrate: -5.1%; Vif-APOBEC3F blk: -10.4%; RGS4 inh: 6.9%

What do the screens show for `CC(C)c1ccc(NC(=O)C(c2ccc3c(c2)OCO3)N2CCCCC2)cc1` (stereo not given)?
TrxR1 inh: -13.8%; Vif-APOBEC3G blk: -1.2%; RXFP1 agonist: 1.4%; USP1 inh: -21.9%; ALOX12 inh: -17.1%; mIDH1 inhibitor: 13.2%; TrxR1 substrate: -10.4%; Vif-APOBEC3F blk: 1.3%; RGS4 inh: -16.1%

Results for CCOc1ccc(-n2c(SCC(N)=O)nc3c([nH]c4ccccc43)c2=O)cc1 ?
TrxR1 inh: 8.4%; Vif-APOBEC3G blk: -2.7%; RXFP1 agonist: 2.4%; USP1 inh: -15.5%; ALOX12 inh: 12.7%[57.4 µM]; mIDH1 inhibitor: 15.0%; TrxR1 substrate: 7.1%; Vif-APOBEC3F blk: 3.9%; RGS4 inh: -45.2%

What do the screens show for `Cc1ccc([C@H]2C[C@H](n3cc(C4CC4)nn3)[C@@H](O)CN2C(=O)c2cccs2)cc1`?
Vif-APOBEC3G blk: -0.6%; USP1 inh: -15.4%; ALOX12 inh: 4.6%; mIDH1 inhibitor: 10.3%; Vif-APOBEC3F blk: -14.4%

Results for Cc1cc(C)cc(NC(=O)Nc2ccc(-n3ccc(C(F)(F)F)n3)cc2)c1 ?
TrxR1 inh: 8.0%; Vif-APOBEC3G blk: -19.5%; RXFP1 agonist: -2.9%; USP1 inh: -28.1%; ALOX12 inh: 1.7%; mIDH1 inhibitor: 0.0%; TrxR1 substrate: 1.2%; Vif-APOBEC3F blk: inconclusive; RGS4 inh: -4.0%

Results for Cn1c(=O)c2c(nc(SCC(=O)N3c4ccccc4CCc4ccccc43)n2C)n(C)c1=O ?
TrxR1 inh: 15.4%; Vif-APOBEC3G blk: 1.3%; RXFP1 agonist: -1.5%; USP1 inh: -20.5%; ALOX12 inh: 6.7%; mIDH1 inhibitor: 2.6%; TrxR1 substrate: 0.4%; Vif-APOBEC3F blk: -7.0%; RGS4 inh: -15.7%

Results for O=c1c2ccccc2nc(-c2ccccc2Cl)n1O ?
TrxR1 inh: -31.4%; Vif-APOBEC3G blk: -0.4%; RXFP1 agonist: 2.6%; USP1 inh: -22.5%; ALOX12 inh: inconclusive; mIDH1 inhibitor: -1.5%; TrxR1 substrate: 6.7%[57.1 µM]; Vif-APOBEC3F blk: 8.7%; RGS4 inh: 26.4%

How did CCOC(=O)CSc1nn(C)c(=S)s1 do in these assays?
TrxR1 inh: -4.7%; Vif-APOBEC3G blk: -1.8%; RXFP1 agonist: -0.6%; USP1 inh: -10.9%; ALOX12 inh: -4.9%; mIDH1 inhibitor: 3.4%; TrxR1 substrate: -0.9%; Vif-APOBEC3F blk: -2.5%; RGS4 inh: inconclusive

What do the screens show for `Cc1ccc(C)c(S(=O)(=O)N2CCN(C(=O)[C@@H]3CCCN3C(=O)c3cccs3)CC2)c1`?
TrxR1 inh: -9.7%; Vif-APOBEC3G blk: -0.2%; RXFP1 agonist: -1.0%; USP1 inh: 1.6%; ALOX12 inh: 305.1%[activator]; mIDH1 inhibitor: -0.1%; TrxR1 substrate: -15.4%; Vif-APOBEC3F blk: 3.9%; RGS4 inh: 10.8%

How did O=C(COC(=O)c1ccc(S(=O)(=O)NCc2ccco2)cc1)Nc1ccc(OC(F)F)cc1 do in these assays?
TrxR1 inh: -6.0%[57.1 µM]; Vif-APOBEC3G blk: -0.3%; RXFP1 agonist: 0.3%; USP1 inh: -17.7%; ALOX12 inh: 0.0%; mIDH1 inhibitor: 3.2%; TrxR1 substrate: 7.6%[57.1 µM]; Vif-APOBEC3F blk: -3.2%; RGS4 inh: -13.4%

Results for O=C(Cn1ncc(Cl)c(Cl)c1=O)N1CCc2ccccc21 ?
TrxR1 inh: -67.1%; Vif-APOBEC3G blk: 1.7%; RXFP1 agonist: -2.8%; USP1 inh: -5.8%; ALOX12 inh: -0.5%; mIDH1 inhibitor: 10.3%; TrxR1 substrate: 9.0%; Vif-APOBEC3F blk: 8.2%; RGS4 inh: -17.0%

Results for CN1/C(=C\C(=O)c2cccc([N+](=O)[O-])c2)Sc2ccccc21 ?
TrxR1 inh: 21.7%; Vif-APOBEC3G blk: 0.4%; RXFP1 agonist: -0.1%; USP1 inh: -19.3%; ALOX12 inh: 0.4%; mIDH1 inhibitor: 1.8%; TrxR1 substrate: -0.5%; Vif-APOBEC3F blk: 6.8%; RGS4 inh: -7.1%

How did CCOc1ccc(OCC)c(NC(=O)c2cnn(-c3ccc(F)cc3)c2-n2cccc2)c1 do in these assays?
TrxR1 inh: 25.9%; Vif-APOBEC3G blk: -2.9%; RXFP1 agonist: 0.1%; USP1 inh: -12.8%; ALOX12 inh: -7.3%; mIDH1 inhibitor: -4.9%; TrxR1 substrate: 10.3%; Vif-APOBEC3F blk: 4.8%; RGS4 inh: 15.7%

How did COc1ccc(/C=C/C(=O)NCCc2nc3ccccc3[nH]2)cc1 do in these assays?
TrxR1 inh: 16.7%; Vif-APOBEC3G blk: -3.2%; RXFP1 agonist: 1.8%; USP1 inh: -22.5%; ALOX12 inh: 181.1%[activator]; mIDH1 inhibitor: 2.3%; TrxR1 substrate: 4.5%[57.1 µM]; Vif-APOBEC3F blk: 5.0%; RGS4 inh: -9.9%

What do the screens show for `C=CCn1c(SCC(=O)C(C)(C)C)nnc1-c1cccs1`?
TrxR1 inh: 7.0%; Vif-APOBEC3G blk: -2.9%; RXFP1 agonist: -0.8%; USP1 inh: -22.2%; ALOX12 inh: -4.1%; mIDH1 inhibitor: 5.4%; TrxR1 substrate: 6.5%; Vif-APOBEC3F blk: -3.3%; RGS4 inh: 11.4%

What do the screens show for `CC(=O)C1=NOC(CNC(=O)c2c(-c3ccccc3Cl)noc2C)C1` (stereo not given)?
TrxR1 inh: 16.2%[57.1 µM]; Vif-APOBEC3G blk: 1.7%; RXFP1 agonist: -0.6%; USP1 inh: -1.1%; ALOX12 inh: 12.2%; mIDH1 inhibitor: 6.6%; TrxR1 substrate: 14.6%[57.1 µM]; Vif-APOBEC3F blk: -5.2%; RGS4 inh: -26.7%

What do the screens show for `O=c1c(Br)c(N2CCOCC2)cnn1-c1ccccc1`?
TrxR1 inh: 4.0%[57.1 µM]; Vif-APOBEC3G blk: -1.1%; RXFP1 agonist: -1.7%; USP1 inh: -19.5%; ALOX12 inh: 10.7%; mIDH1 inhibitor: 9.7%; TrxR1 substrate: 0.5%[57.1 µM]; Vif-APOBEC3F blk: -1.5%; RGS4 inh: 14.2%
